Scp-1 inhibitor: blocks human Scp-1 phosphatase activity; Recombinant Scp1, phosphopeptide, malachite green phosphate absorbance; inhibition, % at 20 µM; hit rate 0.88% among 340,000;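 active = inhibition above about 50% at 20 µM, limit read from the data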;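 also: plate controls were DMSO wells with enzyme for no effect and wells lacking enzyme for full effect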
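System: SCP-1 catalytic domain; Reagent: Phospho 17-mer peptide substrate; Doses: one concentration, 20 µM, with 1.0% DMSO; Incubation: 45 min room-temperature reaction, 5 min colour, 30 min stabiliser; Signal: Phosphate-binding colour reagent, absorbance read at 630 nm.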
CSN inh: inhibitors of human CSN-mediated cullin deneddylation; Q92905; hit rate 0.38% among 360,000; Purified CSN, SCF-Nedd8-OG deneddylation, fluorescence polarization; inhibition, % at 12.5 µM;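 active = pattern-corrected inhibition above about 35%, with an unprinted fluorescence ratio check between 0.5 and 1.5, limit read from the data, passing the limit was not always enough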;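 also: 0% = enzyme with substrate and 100% = substrate without enzyme; some results filed as inactive read as strong as hits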
Target sequence (Q92905 whole entry, looked up, one chain of several): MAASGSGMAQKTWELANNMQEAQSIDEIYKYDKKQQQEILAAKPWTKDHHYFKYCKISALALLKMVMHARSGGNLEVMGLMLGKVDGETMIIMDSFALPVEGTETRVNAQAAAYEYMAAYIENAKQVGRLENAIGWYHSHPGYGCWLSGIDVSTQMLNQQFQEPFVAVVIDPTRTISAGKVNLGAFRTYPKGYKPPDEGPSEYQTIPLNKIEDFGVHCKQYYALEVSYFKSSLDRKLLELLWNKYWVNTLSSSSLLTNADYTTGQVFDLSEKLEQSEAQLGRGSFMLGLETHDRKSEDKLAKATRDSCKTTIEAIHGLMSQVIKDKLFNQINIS
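Schedule: reaction 90 min, room temperature / Assay system: HEK293T-derived human Csn5 enzyme / Input: Csn5 at 0.24 nM final / Measure: inhibition of Csn5 cleavage, % / Control set: substrate-only high control, full reaction low control / Technique: fluorescence polarization of the substrate / Buffer or medium: Tris/NaCl/DTT buffer, pH 7.5 / Reagent: SCFSkp2-Nedd8OG substrate at 10 nM final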
SUMO1 PPI mod: SUMO1-SIM interaction modulation. P63165. SUMO1 binding to a labelled peptide, TR-FRET, 1 h. inhibition, % at 20 µM. hit rate 0.33% among 360,000. AID 602429; in the data active = inhibition above about 37%
Rpn11 inh: blocks the human proteasome subunit Rpn11 | O00487 | human 26S proteasome, Ub4-pepOG fluorescence polarization; 20S core pre-blocked with epoxomicin | calls only at 20 µM | hit rate 0.59% among 360,000 | AID 588493;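 active = inhibition at 20 µM, scaled to each plate's controls, above about 33%, limit read from the data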
NadD inh: NadD (S. aureus) enzyme inhibition | inhibition, % at 20 µM | hit rate 0.78% among 360,000 | AID 602399 | purified NadD enzyme, colorimetric absorbance read-out; in the data active = inhibition above about 26%; also: some compounds past the cut are filed as inactive
DNMT1 block: blocks human DNA methyltransferase DNMT1; P26358; hit rate 0.83% among 360,000; DNMT1 molecular beacon, Hinp1I cleavage, fluorescence; AID 588458; inhibition (reported as % activation of signal), % at 10 µM; in the data active = inhibition above about 50%
LMPTP inh: LMPTP (human) inhibition. P24666. recombinant LMPTP-A, OMFP fluorogenic substrate, fluorescence intensity. inhibition, % at 20 µM. hit rate 0.22% among 360,000;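 active = compounds that cut the enzyme signal by at least half of the control window in the single-dose screen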;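 also: plate controls were DMSO wells with enzyme plus substrate for no effect and substrate without enzyme for full effect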
Target sequence (P24666 whole entry, looked up): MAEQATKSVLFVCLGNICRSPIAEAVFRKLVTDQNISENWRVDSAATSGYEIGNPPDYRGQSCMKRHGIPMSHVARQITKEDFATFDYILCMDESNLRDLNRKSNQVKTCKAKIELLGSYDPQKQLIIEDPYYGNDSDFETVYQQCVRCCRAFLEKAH
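Material: LMPTP-A; amount: 0.625 nM enzyme; doses: single 20 µM dose; times: reaction 50 min, room temperature, dark; technique: fluorescence intensity of OMFP turnover product; benchmarks: no-enzyme and uninhibited controls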
MsrA inhibitor: bovine MsrA inhibition. purified bovine MsrA, absorbance read-out. inhibition, % at 15.5 µM. hit rate 0.75% among 360,000; in the data active = inhibition above about 4.5%;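 also: 0% = vehicle wells with enzyme and 100% = reference inhibitor wells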
TbMetRS inhib: Trypanosoma brucei MetRS inhibition; purified T. brucei MetRS, ATP depletion, Kinase-Glo luminescence; inhibition, % at 11.9 µM; AID 624268; hit rate 0.4% among 360,000;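 active = inhibition above a per-plate cutoff of the control wells' mean inhibition plus 3 SD, cut at about 5.5% in these data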;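 also: 0% = DMSO wells median and 100% = median of wells with control inhibitor compound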
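System: purified T. brucei MetRS enzyme / Detection: Kinase-Glo luciferase luminescence reporting remaining unconsumed ATP / Medium: HEPES buffer with MgCl2, KCl, DTT, spermine, BSA, pyrophosphatase / Replication: singlicate, one well per compound / Evaluation: percent inhibition relative to median high and low control wells / Schedule: 2 h aminoacylation at 25 °C after 15 min preincubation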
STEP block: STEP (human) phosphatase inhibition. AID 588621. inhibition, % at 20 µM. hit rate 0.25% among 360,000. recombinant STEP, OMFP fluorogenic substrate, fluorescence;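 active = inhibition at 20 µM, scaled per plate between control wells, above about 37%, limit read from the data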;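 also: 0% = DMSO with enzyme and substrate and 100% = substrate only without enzyme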
Target sequence (P54829 whole entry, looked up): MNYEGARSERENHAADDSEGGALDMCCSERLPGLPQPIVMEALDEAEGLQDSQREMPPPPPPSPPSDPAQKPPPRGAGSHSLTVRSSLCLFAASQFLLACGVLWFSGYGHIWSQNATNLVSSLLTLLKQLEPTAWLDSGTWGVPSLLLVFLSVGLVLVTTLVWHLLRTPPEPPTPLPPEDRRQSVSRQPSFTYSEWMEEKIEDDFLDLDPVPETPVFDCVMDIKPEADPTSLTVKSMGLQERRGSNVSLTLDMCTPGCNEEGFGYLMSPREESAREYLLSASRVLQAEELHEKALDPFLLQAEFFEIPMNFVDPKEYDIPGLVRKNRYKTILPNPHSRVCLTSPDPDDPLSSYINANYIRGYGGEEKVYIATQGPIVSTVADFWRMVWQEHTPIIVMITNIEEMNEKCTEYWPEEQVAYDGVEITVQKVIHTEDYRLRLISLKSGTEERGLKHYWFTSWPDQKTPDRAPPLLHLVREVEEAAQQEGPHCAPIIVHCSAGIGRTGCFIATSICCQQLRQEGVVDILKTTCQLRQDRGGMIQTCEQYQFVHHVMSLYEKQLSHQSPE
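System: STEP (striatal-enriched tyrosine phosphatase) enzyme, cell-free; medium: Bis-Tris pH 6.0 buffer with DTT, detergent; dosing: 20 µM, 1% DMSO; times: reaction 20 min, ambient temperature; detection: fluorescence, 480/540 nm; read-out basis: normalized % inhibition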
The depositor's hits bear a star; i = inactive; / = not tested or not shown.

SMILES	Scp-1 inhibitor	CSN inh	SUMO1 PPI mod	Rpn11 inh	NadD inh	DNMT1 block	LMPTP inh	MsrA inhibitor	TbMetRS inhib	STEP block
CCN(C(=O)CSc1nnc(-c2ccccc2Br)o1)C1CCS(=O)(=O)C1 (centres undefined)	5.5	-0.8	1.3	i	-0.5	4.1	1.9	0.7	-1.1	0.1
COc1cccc(NC(=O)CN(C)C(=O)COc2ccccc2Cc2ccccc2)c1	-6.8	-6.0	7.2	i	-7.5	-6.9	2.2	1.1	-0.2	1.9
CN(C)CCSc1nc(O)c(-c2ccccc2)c(=O)n1-c1ccccc1	-12.8	0.2	2.2	i	-2.8	1.3	-1.0	1.3	-0.9	-0.1
O=c1sc2ccccc2c(=O)n1Cc1ccccc1F	-10.9	2.6	3.9	i	-3.4	8.9	-0.2	0.7	0.2	2.2
CCC1(c2ccc(F)cc2)NC(=O)N(CC(=O)NCc2ccc(F)cc2)C1=O (centres undefined)	-3.7	0.8	-0.8	i	-6.9	1.3	-1.0	0.5	-1.0	-3.3
CCC(=O)Nc1ccc(Cl)c(-c2nc3ncccc3o2)c1	-7.3	-3.5	4.8	i	-6.0	-6.3	-1.0	-0.5	-0.6	0.2
Cn1c(SCc2nc3ccccc3c(=O)[nH]2)nnc1-c1ccco1	13.0	3.0	4.2	i	-2.4	2.7	-1.2	-0.5	-0.3	-0.2
CN(CCc1ccccc1)C(=O)c1cccc(NC(=O)Cc2cccc(NC(=O)C3CCN(C(=O)C4CCCC4)CC3)c2)c1	-8.0	-1.8	-3.2	i	1.9	-2.5	0.9	0.0	0.6	-2.7
CN(c1ccccc1)S(=O)(=O)c1cccc(NC(=O)CSc2nccc(=O)[nH]2)c1	0.0	-0.3	13.5	i	0.2	-3.5	-0.4	-0.8	-0.2	-0.1
O=C(NNC(=O)c1ccc2ccccc2c1)c1ccc(Cl)cc1	99.5*	6.4	0.5	i	1.8	19.0	49.6*	0.2	-0.3	15.8
CCCOc1ccc(N2C(=O)CC(N(O)c3ccccc3)C2=O)cc1 (centres undefined)	3.5	2.4	-5.9	i	-1.6	-3.8	-1.2	-0.4	-1.4	2.7
CC1CCCCN1C(=O)CSc1nnc2ccccn12 (centres undefined)	-1.7	1.6	-1.4	i	-3.6	0.2	-0.8	0.2	-0.7	-1.6
COc1ccc(-n2ccnc(SCC(=O)NC3CCCC3)c2=O)cc1OC	-1.9	4.5	-22.9	i	-5.2	-0.4	-4.2	2.3	-0.4	-1.0
FC(F)(F)c1cccc(Cc2noc(CN3CCCC(OCc4ccccn4)C3)n2)c1 (centres undefined)	4.8	0.3	-1.6	i	-3.1	2.5	-0.8	1.2	-0.1	-0.8
CCOc1ccc(NC(=O)COn2nnc3ccc(S(=O)(=O)N4CCOCC4)cc32)cc1	-1.3	-4.0	-1.1	i	-6.0	2.9	1.0	0.9	-1.1	-0.2
CCCn1c(=O)[nH]c2ccccc21	-0.4	-5.5	-1.9	i	0.0	1.6	-0.1	0.6	-0.5	4.3
Cc1cc2c(=O)oc(-c3ccc(Br)cc3)nc2s1	-3.5	2.1	-7.6	i	-3.3	10.7	0.3	0.6	-0.2	-0.7
COc1ccc(CN2CCNC(=O)C2CC(=O)NCC2CCOCC2)c(F)c1 (centres undefined)	-10.7	4.8	-5.9	i	1.4	-1.6	0.2	0.3	-0.1	-4.5
CC1(C(=O)Nc2nc3ccccc3s2)CC1(Br)Br (centres undefined)	2.2	1.0	3.9	i	-1.1	-0.4	-1.0	0.2	1.7	-0.1
Cc1c(O)cc2c(c1O)C(=O)CC(c1ccc(O)cc1)O2 (centres undefined)	58.3*	3.5	0.7	i	3.3	30.9	20.4	0.3	-1.0	3.0
CCc1nc2c(OCCOc3ccccc3)cccn2c1N(C)C(=O)c1ccccc1F	/	-0.2	2.9	i	1.7	-7.8	-0.4	0.6	-0.3	-0.5
CC(C)(C)OC(=O)CC[C@@H](C(=O)N1CCN(C(=O)OC(C)(C)C)CC1)n1cc(C(Cc2ccc(O)cc2)NC(=O)OC(C)(C)C)nn1 (some centres undefined)	10.2	-0.6	2.1	i	0.0	-1.4	1.0	-0.6	0.0	7.4
COc1cc(-c2cc(C(=O)Nc3ccc(S(N)(=O)=O)cc3)c3ccccc3n2)cc(OC)c1OC	-5.3	1.4	-5.0	i	16.5	-4.3	2.5	2.7	-0.2	-1.1
CCCn1c(SCC(=O)NCc2ccc(C)cc2)n[nH]c1=O	-1.5	-3.1	-0.2	i	-7.0	-3.6	-2.3	0.5	-0.4	-4.5
C=CCNC(=S)N1CCN(c2ncc3c(=O)c(C(=O)O)cn(CC)c3n2)CC1	-8.5	-3.4	18.6	i	-2.1	9.8	5.0	1.4	0.8	-3.2
COc1cccc(-n2nnc3c(=O)n(Cc4ccc(F)cc4)cnc32)c1	-6.1	-0.5	3.0	i	-2.7	6.4	0.4	-0.2	-1.1	0.4
Cc1cc(N2CCCC2)ccc1NC(=O)COc1ccccc1	-6.9	5.9	-12.9	i	29.8	63.7*	25.1	-0.5	-0.1	-1.3
CCc1cc2c(SC(C)C(=O)NC3CCCC3)ncnc2s1 (centres undefined)	-6.8	6.1	-2.4	i	-1.9	0.5	0.6	0.7	-0.3	-2.9
CCCn1cnc2cc(NCc3cccc(OC)c3)ccc21	-4.0	3.2	-7.9	i	-1.8	-8.2	1.6	-0.8	0.1	1.0
O=C(CN(C(=O)c1csnn1)c1ccc(F)c(Cl)c1)NCc1ccc2c(c1)OCO2	-2.0	2.3	1.0	i	-4.7	7.6	-1.1	-0.3	0.1	1.4
O=C(O)C(c1ccccc1)C1CCCCC1O (centres undefined)	-7.7	-2.8	10.1	i	3.0	4.3	-2.4	0.5	-0.4	-1.6
COCC(C)n1c(C)cc(C(=O)COc2ccc(S(=O)(=O)N3CCOCC3)cc2Cl)c1C (centres undefined)	-6.0	-3.2	0.3	i	1.9	-7.7	0.7	0.7	-0.1	-2.1
CSCCC(C(=O)NC1CCCC1)n1c(-c2ccccn2)nc2ccccc21 (centres undefined)	/	0.2	1.7	/	/	/	-1.2	0.1	-1.0	/
O=C(COC(=O)c1ccc(Cl)nc1)Nc1nnc(-c2ccccc2)o1	6.0	1.9	12.3	i	9.8	7.4	-0.7	-1.6	-0.4	3.8
Cc1nn(Cc2ccccc2Cl)c(C)c1NC(=O)CCCn1nc(C)c([N+](=O)[O-])c1C	-3.7	0.4	0.0	i	1.1	-2.8	-1.5	0.9	-0.6	3.7
Cc1ccccc1NC(=O)Cn1nc(C(F)(F)F)cc1C1CC1	-6.1	-4.7	0.4	i	-9.5	4.0	-0.3	-0.4	-0.6	-0.6

Printed as active in Scp-1 inhibitor (from the list above):
smiles | Scp-1 inhibitor | CSN inh | SUMO1 PPI mod | Rpn11 inh | NadD inh | DNMT1 block | LMPTP inh | MsrA inhibitor | TbMetRS inhib
O=C(NNC(=O)c1ccc2ccccc2c1)c1ccc(Cl)cc1 | 99.5* | 6.4 | 0.5 | i | 1.8 | 19.0 | 49.6* | 0.2 | -0.3
Cc1c(O)cc2c(c1O)C(=O)CC(c1ccc(O)cc1)O2 (centres undefined) | 58.3* | 3.5 | 0.7 | i | 3.3 | 30.9 | 20.4 | 0.3 | -1.0

Additional results:
SMILES	Scp-1 inhibitor	CSN inh	SUMO1 PPI mod	Rpn11 inh	NadD inh	DNMT1 block	LMPTP inh	MsrA inhibitor	TbMetRS inhib	STEP block
Cc1ccc(C(=O)N2CCC(N3CCC(C(=O)N4CCOCC4)CC3)CC2)cc1	/	0.9	6.6	i	-2.6	0.0	-0.4	0.8	-0.2	-2.5
COC(=O)CCc1n[nH]c(=O)[nH]c1=O	-2.8	2.3	-3.0	i	4.9	2.3	-1.5	-0.6	-0.1	-5.3
O=C(/C=C/c1ccccc1O)c1ccco1	0.4	2.8	-4.4	i	2.3	4.9	2.2	2.4	-1.1	-0.3
CC1=C(C)CC(C(=O)NCCc2ccc(F)cc2)C(C(=O)O)C1 (centres undefined)	-9.6	-5.0	3.0	i	-0.1	1.3	-1.0	-0.9	-0.5	-0.3
CCOc1ccc(/C=N/n2c(SC)nnc2-c2ccccc2)cc1OCC	-0.7	-0.9	-16.7	i	8.4	-2.1	-0.9	1.1	-0.4	2.8
CCOC(=O)NN1C(=O)c2ccccc2NC1c1cccs1 (centres undefined)	-9.0	-2.7	5.6	i	-2.5	-7.5	-2.1	0.3	-1.3	-4.7
CCOc1ccc(CN2CCCN(C)CC2)cc1	-5.2	1.7	13.3	i	-3.4	1.8	-5.6	1.0	-0.1	2.2
O=C1NC[C@H](Cc2ccccc2)N(CC2CCN(CC3CCCC3)CC2)C1=O	6.8	0.8	0.6	i	1.1	-1.6	-1.2	2.6	-0.8	0.6
Cc1csc(SC(C)C(=O)NCc2ccc3c(c2)OCO3)n1 (centres undefined)	-2.9	0.9	10.1	i	-5.4	0.9	-1.1	0.2	-1.0	-1.5
O=C(CCl)Nc1cccc(S(=O)(=O)N2CCCCCC2)c1	-8.2	-10.5	2.0	i	-3.8	8.1	0.0	-0.9	1.0	1.8
Cc1cccc[n+]1CC(=O)c1ccc(NC(=O)c2ccccc2)cc1	-3.7	7.1	-4.3	i	-3.1	-3.6	-3.6	0.1	0.1	0.1
CSc1ccc(C(=O)C2CCCN(C(=O)c3nn(C)c(=O)c4ccccc34)C2)cc1 (centres undefined)	-0.3	1.8	1.6	i	-0.3	-0.5	0.7	1.1	-0.4	0.6
CC(C(=O)Nc1ccccc1C(=O)N1CCCC1)n1nnc2ccccc21 (centres undefined)	-1.1	-0.1	-0.3	i	-2.2	1.8	-2.1	-0.9	-0.1	0.7
Cc1ccc(N2C(=O)N(CC(=O)N(C)Cc3ccccc3)C(=O)C2C)cc1 (centres undefined)	-4.3	0.9	0.1	i	3.5	3.7	2.3	-0.1	-0.6	-1.2
COCCNC(=O)/C(C#N)=C1\N=C(NC(=O)c2cccs2)c2ccccc21	-4.7	7.2	-28.0	i	-26.1	0.9	-1.1	0.6	-0.4	-2.9
COc1cccc(CNC(=O)C(C)n2ccc3cc(S(=O)(=O)N4CCCCCC4)ccc32)c1 (centres undefined)	-13.5	6.3	10.5	i	-14.0	-7.2	2.6	-1.1	0.2	2.1
Cc1csc(NC(=O)CSc2nc(=O)n(CCN(C)C)c3c2CCCC3)n1	-0.6	4.5	6.6	i	-2.5	0.0	-0.2	-0.5	0.1	-1.4
C=CCn1c(SCC(=O)CC(=O)OCC)nc2cc(C(=O)N3CCC(C(N)=O)CC3)ccc2c1=O	1.4	-0.1	-2.6	i	-16.3	1.3	-1.5	4.0	-0.3	1.8
O=C(O)c1ccc(OCCN2CCCC2=O)cc1	-3.9	-1.0	0.0	i	-4.9	1.5	-1.8	-0.3	-0.3	1.2

Screening data from PubChem.
